Source: PubChem
CAL PDZ FP-1 = CAL PDZ (human) peptide binding inhibition; Q9HD26; purified CAL PDZ, TMR-peptide fluorescence polarization, 1 h; inhibition, % at 24.9 µM; 300,000 tested, 0.92% active; AID 602252;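 active = mean inhibition of at least 30% with at least half of replicates also reaching 30%; inconclusive = no clear call, values can overlap the other calls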;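 also: 0% = DMSO neutral control and 100% = excess unlabeled competitor peptide PRC23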
MITF act = MITF TRPM1 promoter activation in melanoma cells; SK-MEL-5 TRPM1-promoter luciferase, 24 h; % of positive control, neutral wells = 0; activation, % at 12.5 µM; 300,000 tested, 0.75% active;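 active = mean activation of at least 80% with every replicate also reaching 80%; inconclusive = mean reaches 80% but some replicate falls short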;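 also: 0% = neutral control wells and 100% = parthenolide positive control wells; values of inactives mirror those of a sister screen read the other way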
SR-BI DiI-HDL act = SR-BI HDL lipid transfer activation; CHO ldlA[mSR-BI] cells, DiI-HDL uptake fluorescence, 3 h; 100 = double the neutral-control signal; activation, % at 12.5 µM; 320,000 tested, 0.096% active;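 active = mean replicate activation of at least 60% and every replicate at or above 60%; inconclusive = mean or all-replicate condition met, but not both; inactive = mean below 60% and not all replicates reaching 60%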;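 also: 0% = median plate neutral-control signal and 100% = twice that signal; values of inactives mirror those of a sister screen read the other way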
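Test system: SR-BI-overexpressing, LDLR-lacking CHO cells. Measured by: DiI fluorescence, bottom read. Medium: Ham's F12 with 0.5% BSA, HEPES 25 mM, pH 7.4. Timing: 3 h uptake period with compound, 37 °C.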
CAL PDZ FP-2 = blocks peptide binding to human CAL PDZ domain; purified CAL PDZ, TMR-peptide fluorescence polarization, 1 h; AID 504414; inhibition, % at 20 µM; 330,000 tested, 0.02% active;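 active = highest replicate inhibition of at least 40%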;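 also: plate controls were DMSO neutral control wells for no effect and unlabeled competitor peptide control wells for full effect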
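material = purified tagged CAL PDZ domain construct (CerCALP) | buffer or medium = sodium phosphate/NaCl buffer pH 7.4 with TCEP, IgG, Thesit | reagent = TMR-labelled reporter peptide T*-PRC34 bound in PDZ groove | incubation = 1 h room-temperature incubation prior to read | measured by = fluorescence polarization (mP) | evaluation = percent inhibition from loss of millipolarization | control set = unlabelled peptide and DMSO controls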
Ecoli viability = reduces bacterial viability in AddAB counter-screen; E. coli V3065 growth, OD600 absorbance, 18 h; inhibition, % at 11.9 µM; 330,000 tested, 0.27% active; AID 449728;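 active = inhibition above the campaign's mean inhibition across all tested compounds plus 3 SD, cut at about 9.9% in these data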;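 also: uninfected addAB+ strain grown without phage in ampicillin broth; 0% = DMSO wells and 100% = ciprofloxacin 0.95 µg/ml wells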
SR-BI HDL uptake = inhibitors of mouse SR-BI mediated HDL lipid uptake; Q61009; ldlA[mSR-BI] CHO cells, DiI-HDL uptake fluorescence, 3 h; inhibition, % at 12.5 µM; 320,000 tested, 0.96% active;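 active = mean replicate inhibition of at least 70% and a set share of replicates each scoring 70 or more; inconclusive = meets just one of the two criteria; inactive = fails both criteria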;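 also: 0% = median of neutral control wells and 100% = median of positive control wells; values of inactives mirror those of a sister screen read the other way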
Target sequence (Q61009 whole entry, looked up): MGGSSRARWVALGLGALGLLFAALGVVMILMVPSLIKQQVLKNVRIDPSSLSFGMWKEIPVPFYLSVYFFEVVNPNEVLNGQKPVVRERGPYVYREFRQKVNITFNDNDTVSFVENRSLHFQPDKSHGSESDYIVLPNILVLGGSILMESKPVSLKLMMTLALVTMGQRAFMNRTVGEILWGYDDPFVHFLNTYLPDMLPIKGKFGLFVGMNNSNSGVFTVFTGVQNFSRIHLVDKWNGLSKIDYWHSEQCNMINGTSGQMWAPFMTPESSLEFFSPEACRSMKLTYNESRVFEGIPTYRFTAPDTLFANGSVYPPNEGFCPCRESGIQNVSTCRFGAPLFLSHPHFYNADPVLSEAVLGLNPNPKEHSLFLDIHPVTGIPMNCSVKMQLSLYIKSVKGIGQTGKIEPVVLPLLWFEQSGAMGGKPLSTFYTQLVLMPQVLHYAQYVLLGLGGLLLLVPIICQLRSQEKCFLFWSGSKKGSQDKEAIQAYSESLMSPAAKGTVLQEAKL
AddAB inh = less growth of phage-infected E. coli with AddAB; inhibition, % at 11.9 µM; 330,000 tested, 0.29% active; AID 435030; E. coli expressing H. pylori AddAB, absorbance growth; in the data active = inhibition above about 12%;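 also: 0% = vehicle wells of infected cells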
phage Ecoli inh = E. coli growth loss with phage present; growth absorbance; inhibition, % at 11.9 µM; 360,000 tested, 0.26% active; AID 651602; in the data active = inhibition above about 11%
Wnt act = activates Wnt/beta-catenin signaling in a reporter cell assay; activator, plate reader; activation, % at 9.35 µM; 300,000 tested, 1.2% active; AID 743398; in the data active = activation above about 30%, passing the limit was not always enough; inconclusive = no clear call, values can overlap the other calls;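 also: 0% = neutral control wells and 100% = positive control wells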
Tat export inh = E. coli Tat transport inhibition | E. coli MC4100 TorA-mCherry Tat export, fluorescence | 340,000 tested, 0.036% active | inhibition, % at 10 µM;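 active = mean replicate inhibition at least 50% and at least half of replicates individually reaching 50%; inconclusive = only one of the two criteria met; inactive = neither criterion met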;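 also: exported cargo escapes ClpAP degradation while cytoplasmic cargo is degraded and loses fluorescence; 0% = median of neutral control wells and 100% = median of NaSCN control wells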
* = called active by the depositor; ? = inconclusive; / = no result given. This is a random part of the collection. About 3.6% of those tested had a hit in this group.

structure	CAL PDZ FP-1	MITF act	SR-BI DiI-HDL act	CAL PDZ FP-2	Ecoli viability	SR-BI HDL uptake	AddAB inh	phage Ecoli inh	Wnt act	Tat export inh
O=C(O)CSc1nnc(Cn2cnc3ccccc32)n1CCc1ccccc1	-1	/	6	-2.7	-1.7	-6	-2.4	0.5	/	-2
COc1cccc(S(=O)(=O)N2CCN(Cc3ccc4c(c3)OCO4)CC2)c1	-5	15	13	-1.8	-1.8	-13	2.8	1.7	-2	3
COC(=O)C1CN(S(=O)(=O)c2ccc(C)cc2)CCN1S(=O)(=O)c1ccc(C)cc1 (centres undefined)	-2	-6	20	-1.5	-0.6	-20	0.2	2.1	/	2
CC1Cc2cc(S(=O)(=O)N3CCC(C(=O)N(C)Cc4ccco4)CC3)ccc2N1C(=O)C1CCC1 (centres undefined)	3	-10	11	-2.8	-0.8	-11	0.5	1.6	-2	5
Cc1[nH]cnc1C(=O)N/N=C/c1c(Cl)cccc1Cl	4	35	-4	-2.7	-2.2	4	-1.7	-1.5	12	-8
CSc1ncccc1C(=O)OCc1ccc(Br)cc1	-4	29	-26	-0.5	-0.3	26	-0.5	4.1	1	1
N#CCCCC1(CCCC#N)OCCO1	0	3	5	-0.4	/	-5	/	4.2	1	7
Cc1nccn1-c1ccc(C(F)(F)F)cc1[N+](=O)[O-]	5	-17	17	-1.7	2.0	-17	4.4	1.5	/	-6
COCC1CCN(C(=O)c2cc(COc3ccc(-n4cncn4)cc3)on2)C1 (centres undefined)	-9	-1	16	-0.4	-1.5	-16	0.6	0.2	-4	3
Cc1ccc(-c2nn(C)c(=O)c3ccccc23)cc1CNS(C)(=O)=O	-3	-4	-8	-1.8	-0.4	8	4.5	2.7	/	1
O=C(Cc1n[nH]c(=O)c2ccccc12)OCC(=O)N(Cc1ccccc1)Cc1ccccc1	-3	5	-14	-1.5	2.1	14	-1.5	2.3	5	-2
CCN(CC(=O)Nc1ccccc1C(F)(F)F)C(=O)CN1C(=O)NC(C)(c2ccc3ccccc3c2)C1=O (centres undefined)	/	10	-31	-3.8	/	31	/	0.7	-2	4
Cc1cc(C(C)(C)C)cc(C)c1C(=O)O	-2	-10	6	0.2	-0.3	-6	1.7	1.9	0	8
Cc1ccc(CNC(=O)Nc2ccccc2)cc1	1	?	8	-0.2	-2.3	-8	0.5	3.2	21	2
CCNC(=O)CN(C1CCCCC1)S(C)(=O)=O	0	4	-9	-0.8	-1.0	9	2.4	3.3	-3	4
Cc1ccc(C2(c3ccc(C)cc3)CC2C(=O)NC(C)C)cc1 (centres undefined)	-5	6	-40	/	/	40	/	0.5	1	-6
COc1ccc(NC(=O)Cn2nc(C(=O)O)c3ccccc3c2=O)cc1Cl	3	/	/	-3.4	-0.1	/	3.0	2.1	-3	-8
CCOc1ccc(S(=O)(=O)n2nc(C)cc2C)cc1	/	3	-5	0.2	-1.4	5	0.2	0.2	0	2
c1ccc(COc2ccc(CN3CCN(c4ccccn4)CC3)cc2)cc1	-2	45	18	0.0	0.8	-18	0.4	5.7	/	5
CC(C)(C)OC(=O)NCCCC[C@H](NC(=O)c1[nH]cnc1C(=O)Nc1ccc(Cl)cc1)C(=O)OC(C)(C)C	-2	-12	-7	-1.2	-2.8	7	2.5	/	/	9
Cc1oc(-c2ccccc2)nc1C(=O)OCC(=O)NC(C)c1ccccc1 (centres undefined)	-2	4	-7	-1.3	-0.5	7	1.8	-1.5	?	-1
COC(CNC(=O)c1cn(C)c2ccc(S(=O)(=O)N(C)C3CCCCC3)cc2c1=O)OC	-1	-21	6	-0.4	1.3	-6	2.5	0.2	-4	0
CCOc1ccccc1NC(=O)N1C2CCCC1CC(NC(=O)C1CC1)C2 (centres undefined)	-7	-3	-7	-0.8	1.9	7	-0.2	1.2	/	-9
C#Cc1ccc([C@@H]2C=C(C(=O)N3CCOCC3)O[C@H](OCc3ccc(CO)cc3)C2)cc1	1	-1	/	0.2	-2.1	/	0.5	2.2	-2	11
CC(=O)Nc1ccc(-c2nnn(CC(=O)c3ccccc3)n2)cc1Cl	1	3	-3	/	1.8	3	0.6	1.6	0	-2
COc1cc(CN2CCCC(N3CCN(c4ccccc4C)CC3)C2)ccc1O (centres undefined)	4	/	2	-0.6	1.2	-2	3.0	3.3	-3	-5
COc1ccc(CNC(=O)C2CC(=O)N(C3CCCCC3)C2)cc1 (centres undefined)	6	3	26	-1.9	0.3	-26	-1.3	2.7	2	3
CCCCN(C1CCS(=O)(=O)C1)S(=O)(=O)c1cc(C)ccc1C (centres undefined)	-3	6	11	-1.9	1.0	-11	-0.7	0.6	-5	-6
COc1cc(CCC(=O)OCC(=O)Nc2c(F)cccc2F)cc(OC)c1OC	0	8	2	-2.0	0.3	-2	5.2	1.2	-1	1
COC(=O)C1=C(N)OC2=C(C(=O)CC(C)(C)C2)C1c1ccccc1OCC#N (centres undefined)	-1	-3	-5	-2.4	-0.9	5	1.6	3.6	-1	1
Cc1ccc(-n2ncc3c(=O)[nH]c(SCC(=O)N4CCOCC4)nc32)cc1	-3	2	0	0.0	-0.6	0	-1.3	0.2	0	-10
COc1ccc(CCN(C)C(=O)COC(=O)/C=C/c2ccc(C)o2)cc1OC	-4	-1	-14	-1.5	/	14	/	2.4	2	3
CCc1ccc(Nc2n[n+](-c3ccccc3)c(-c3ccc(OCc4ccccc4)cc3)s2)cc1	-2	-6	-43	0.1	-1.9	43	2.3	1.4	-14	-1
O=CN(CCN(C=O)CN1CCCCC1)CN1CCCCC1	-3	-1	10	0.4	1.9	-10	-1.1	2.1	-2	8
Cc1ccc(Cl)c(OCC(=O)Nc2cc(S(=O)(=O)N3CCOCC3)ccc2N2CCCC2)c1	-5	17	16	-2.7	-1.5	-16	1.8	0.2	3	4
Cc1cc(C)cc(N(CCC#N)C(=O)COC(=O)C2CCN(S(=O)(=O)c3ccc(C)c(C)c3)CC2)c1	-2	1	-8	-0.5	-0.5	8	-0.5	2.6	-1	13
Cc1csc2c(=O)sc(NC(=O)c3ccc(F)cc3Cl)nc12	-2	/	-23	-1.2	1.6	23	0.4	1.9	6	-2
COc1ccc(C(CCN(Cc2ccc(OC)c(OC)c2)C(C)=O)C(C)C)cc1 (centres undefined)	0	-3	20	-2.5	/	-20	/	-0.2	-2	2
CC1(c2nnc(-c3cccc(Cl)c3)o2)CC(c2cccc(Cl)c2)=NO1 (centres undefined)	-4	-9	5	-3.9	-3.3	-5	-1.3	2.0	-1	36
CCSc1nnc(CCNC(=O)OC(C)(C)C)o1	-1	-7	2	0.0	3.8	-2	2.1	3.0	-3	-8
O=C(Nc1ccc2c(c1)OCO2)c1ccc2c(c1)S(=O)(=O)c1ccccc1C2=O	-1	23	-8	0.4	0.4	8	3.7	1.9	2	0
CC1CCCCC1NC(=O)c1cccc(NC2=NC3CS(=O)(=O)CC3S2)c1 (centres undefined)	-6	/	38	-1.0	0.6	-38	-1.1	2.4	-2	-6
O=C(O)c1cccc(NS(=O)(=O)c2ccc3c(c2)C(=O)c2ccccc2C3=O)c1	1	-6	/	-2.2	0.2	/	2.6	1.4	-3	-4
CC(=O)Nc1ccc(NC(=O)c2ccc(S(=O)(=O)N(C)c3ccccc3)cc2)cc1	-1	5	-63	0.1	-0.7	63	-0.1	2.1	0	7
COc1ccccc1-c1cc(C(=O)N2CCCCC2)no1	-4	53	-26	-0.4	0.9	26	0.7	2.8	0	-5
Clc1cccc(Sc2ccc(-c3ccccn3)s2)c1	-5	/	16	0.6	2.7	-16	0.8	0.5	-1	2
Cc1ccc(C(=O)NC(=S)Nc2cccnc2Cl)cc1	2	145*	/	-3.5	-2.1	/	7.5	1.1	41*	2
COc1ccc(NC(=O)c2cc(-c3ccccc3Cl)on2)cc1OC	5	6	-31	-14	-1.1	31	-2.2	4.4	6	-2
Cc1cc(NC(=O)CCCn2nc([N+](=O)[O-])cc2C)no1	1	3	/	-2.1	-1.2	/	-0.7	0.5	-2	15
COC(=O)[C@@H](Cc1ccc(O)cc1)NC(=O)[C@H]1CCC(=O)N1C(=O)OCc1ccccc1	4	4	9	0.1	3.0	-9	4.7	1.3	-1	3
O=C(NNS(=O)(=O)c1ccccc1)Nc1ccc(F)cc1	-1	-6	7	-1.7	0.8	-7	-1.6	1.4	4	6
O=C(C[n+]1cccc(O)c1)Nc1ccc(Br)cc1	-2	-9	-3	-3.4	2.5	3	4.3	0.8	-6	3
CC(C)(C)NC(=O)C1CCN(S(=O)(=O)c2cccc(C(F)(F)F)c2)CC1	-4	-5	5	-0.3	-4.1	-5	0.3	0.8	0	-2
Cc1nnsc1-c1nc2ccccc2[nH]1	-3	-1	12	-2.5	-3.4	-12	0.4	-1.4	-3	-2
CCN1C[C@@H]2[C@@H]3C(=O)N(Cc4ccccc4)C(=O)[C@@H]3[C@](CC)(C1=O)N2C(=O)c1ccc(C(F)(F)F)cc1	0	1	20	-0.4	0.2	-20	-2.5	0.9	2	4
CCSc1ncc(Cl)c(C(=O)Nc2ccc(S(=O)(=O)Nc3onc(C)c3C)cc2)n1	-2	2	40	-2.3	-1.7	-40	0.8	2.3	-2	-9
CCCn1c2ccccc2c2cnn(CC(=O)N3CCN(C4CCCCC4)CC3)c(=O)c21	-1	2	-12	-2.9	-2.6	12	0.0	/	/	-1
CCOC(=O)c1sc2nc(C)nc(NCc3ccc(F)cc3)c2c1C	0	4	-41	-4.9	0.2	41	1.2	1.7	-2	5
CCc1c(C)sc2nc3c(C(=O)N4CCOCC4)cc(C(=O)c4cc(F)ccc4O)cn3c(=O)c12	-2	-3	-26	-2.1	-1.7	26	0.3	3.0	-1	12
Cc1csc(=Nc2c(C)n(C)n(-c3ccccc3)c2=O)n1-c1ccccc1	-14	6	-57	-0.9	0.2	57	-1.0	4.1	3	1
CCCOc1ccc(OCCNC2CCCC2)cc1	-5	11	0	-0.2	-0.3	0	-0.2	3.1	-5	-3
CCOC(=O)N1CCN(C(=O)CNC(=O)c2nn(-c3ccc(OC)c(Cl)c3)c(=O)c3ccccc23)CC1	7	51	/	-3.7	1.6	/	2.1	0.1	4	-6
COc1ccccc1NC(=O)CNC(=O)c1ccccc1C	-4	7	32	-1.6	-1.3	-32	-1.4	1.9	/	3
